# High-throughput results: PubChem BioAssay, several laboratories
# T cell modulator – T cell immune modulators affecting CD8 T cell-vesicle binding; 2C CD8+ T cell-vesicle binding, flow cytometry; active compounds read low; calls only at 7 µM; 330,000 tested, 0.068% active; AID 2052;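 active = response, share of CD8 T cells binding vesicles, and their 90th percentile fluorescence all below set limits, cut at about 80% in these data, passing the limit was not always enough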
#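 Incubation: binding step 1.5 h, 37 °C, antibody labelling 20 min, ice; system: murine 2C transgenic CD8+ T lymphocytes; technique: cytometric PE anti-B7-1 and Alexa647 anti-CD8 signals after 1% paraformaldehyde fixation; also added: QL9-charged Drosophila Ld/ICAM-1/B7-1 vesicles; control set: naked versus QL9-loaded vesicles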
# TNAP activation fold – stimulation of alkaline phosphatase TNAP activity – biochemical, luminescent, no phosphate acceptor, uHTS, primary screen (AID 1001); 200,000 tested, 0.03% active; purified TNAP, luminescent activation assay, no phosphate acceptor; higher activation fold means a stronger effect; activation fold at 20 µM; hits with a dose series show EC50 in µM; in the data active = activation fold from about 3, or a potency from the dose series; inactive = the rest, 99 in 100 with activation fold below about 1.6; note: many of its hits are not listed in these tables
# NTR1 ag – NTR1-driven beta-arrestin-GFP spot formation – imaging, U2OS cells, high content, primary screen (AID 493036). 330,000 tested, 0.17% active. activation, % at 20 µM. agonist mode;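 active = activation at or above 40% of the spot to cytoplasm intensity ratio, with at least 20 cells analyzed; inconclusive = wells under 20 cells, flagged as cytotoxic or low count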;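 note: 0% = DMSO without peptide and 100% = 100 nM NTR1 peptide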
# Target sequence (P30989 whole entry, looked up): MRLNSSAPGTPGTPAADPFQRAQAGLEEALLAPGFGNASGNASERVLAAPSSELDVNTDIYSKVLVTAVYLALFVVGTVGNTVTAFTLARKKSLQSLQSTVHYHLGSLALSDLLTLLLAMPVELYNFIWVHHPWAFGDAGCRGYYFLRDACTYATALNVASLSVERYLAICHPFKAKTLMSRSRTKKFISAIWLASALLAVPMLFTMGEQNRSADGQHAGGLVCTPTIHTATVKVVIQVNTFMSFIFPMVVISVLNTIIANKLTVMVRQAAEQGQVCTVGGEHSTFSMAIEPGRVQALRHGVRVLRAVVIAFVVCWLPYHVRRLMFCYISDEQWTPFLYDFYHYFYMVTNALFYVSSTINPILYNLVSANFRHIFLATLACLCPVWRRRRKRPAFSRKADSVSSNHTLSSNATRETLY
# Large T inhibition – SV40 large T antigen inhibitors, biochemical (AID 1903) | SV40 large T antigen ATPase/helicase inhibition assay; higher % means a stronger effect | 310,000 tested, 0.39% active | one-dose inhibition, % at 20 µM; IC50 in µM for titrated hits; in the data active = a potency from the dose series; inconclusive = inhibition mostly from about 32% at the one dose, without a potency; inactive = the rest, 99 in 100 with inhibition below about 32%; note: strong numbers were not always called active
# RSV antiviral HEp-2 – RSV antiviral activity via CPE protection, HEp-2 cells, primary 10 µM value included (AID 2391); CPE inhibition, % at 10 µM, or IC50 in µM where a hit was titrated; HEp-2 cells, RSV-induced CPE inhibition; higher % means a stronger effect; 310,000 tested, 0.13% active; in the data active = a potency from the dose series; inconclusive = CPE inhibition mostly from about 23% at the one dose, without a potency; inactive = the rest, 99 in 100 with CPE inhibition below about 21%; note: strong numbers were not always called active
# UTI89 phage lysis – inhibition of K1F phage lysis, E. coli UTI89, bacterial capsule biogenesis inhibitors, alamar blue (AID 488966); E. coli UTI89 K1F phage lysis, alamar blue, 2 h; higher % means a stronger effect; inhibition, % at 100 µM; hits with a dose series show IC50 in µM; 340,000 tested, 0.02% active;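 active = phage lysis inhibition, versus mean bacterial control, above a set limit; inconclusive = no clear call, values can overlap the other calls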;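 note: capsule biogenesis inhibitors block K1F phage lysis so surviving cells raise fluorescence; higher fluorescence means more inhibition of phage lysis; actives were called in the ten point dose series up to 300 µM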
# Myeloid diff 2 – myeloid differentiation induction; ER-HoxA9 myeloid progenitors, lysozyme-GFP differentiation, flow cytometry; calls only at 10 µM; 360,000 tested, 1% active;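 active = normalized GFP-positive differentiation at or above the plate's own cutoff, the solvent-only control mean plus 3 SD; inconclusive = no clear call, values can overlap the other calls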;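 note: cells exposed to compound for four days before flow analysis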
# MgcRacGAP inhibition – MgcRacGAP GTPase-activating activity inhibitors, confirmation, biochemical, ADP Hunter fluorescence; inhibition, % at 30 µM, or IC50 in µM where a hit was titrated; MgcRacGAP-stimulated Rac1 GTP hydrolysis, ADP Hunter fluorescence; higher % means a stronger effect; GST-tagged Rac1 F28L mutant substrate; 340,000 tested, 0.6% active;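 active = first-screen hits whose inhibition reached a set limit at any dose in the follow-up dose series; inconclusive = inhibition above the set first-screen limit but never retested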;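 note: fluorescence reports GDP produced by GAP-driven GTP hydrolysis; strong numbers were not always called active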
# PhoP inhibition – inhibitors of PhoP regulon expression, primary screen, Salmonella Typhimurium, GFP reporter (AID 1863). inhibition, % at 50 µM; hits with a dose series show IC50 in µM. S. Typhimurium PhoP-regulated promoter GFP reporter, 4 h; higher % means a stronger effect. 300,000 tested, 0.16% active;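 active = inhibition over 29.93%, a cutoff 3 SD above the screen mean, later confirmed by dose response; inconclusive = inhibition over 29.93% but no dose response follow-up; inactive = inhibition at most 29.93% or unconfirmed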;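 note: 0% = low Mg2+ inducing control and 100% = high Mg2+ repressing control; strong numbers were not always called active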
# T cell modulator vesicle-bound % – recorded beside T cell modulator, whose call it bears; double positive events, %; measured here: CD8+ vesicle-bound cell fraction;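 binding gate set so that unloaded-vesicle control wells show 10% double positive cells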
# NTR1 ag cell count 20 µM – second read-out of NTR1 ag, no call of its own (marks repeat the call); cell count; measured here: cell count, cytotoxicity flag
# Myeloid diff 2 GFP+ MAC1+ % – recorded beside Myeloid diff 2, whose call it bears; GFP+ MAC1+ double positive, %; measured here: differentiation confirmed by MAC1 staining
# The depositor's hits bear a star; i = inactive; u = inconclusive; x = no result given; + = active, no number; [ ] = remark or other dose.
# Second line of a record – T cell modulator	T cell modulator vesicle-bound %	TNAP activation fold	NTR1 ag	NTR1 ag cell count 20 µM	Large T inhibition	RSV antiviral HEp-2	UTI89 phage lysis	Myeloid diff 2	Myeloid diff 2 GFP+ MAC1+ %	MgcRacGAP inhibition	PhoP inhibition
- CCOc1cc(C)c(C(C)C)cc1S(=O)(=O)N1CCN(C)CC1
→ i	63	1.1	-0.4	72	0%	-0.3%	0.5%	i	0.8	9%	0%
- Cc1cc2cc3c(cc2nc1SCC(=O)OC(C)C)OCO3
→ x	x	1	8.2	55	5%	x	3.3%	i	1.7	0%	4%
- COc1ccccc1C(=O)Nc1ccc2c(c1)CN(C(=O)CSC)CC2
→ i	59	x	0.4	50	6%	0.5%	0.5%	i	0.8	11%	11%
- CCOC(CNC(=O)C(=O)Nc1cc2c3c(c1)CC(=O)N3CCC2)OCC
→ i	12	x	2.6	69	x	0.1%	0.3%	i	0.6	-12%	-5%
- O=C(Nc1ccc(S(=O)(=O)NC2=NCCCCC2)cc1)c1ccc([N+](=O)[O-])s1
→ i	26	x	5.3	56	14%	-3.1%	-1.9%[50 µM]	u	x	9%	-7%
- CC(C)CCN(C(=O)C1CSC2(C)CCC(=O)N12)c1c(N)n(Cc2ccccc2)c(=O)[nH]c1=O (centres undefined)
→ i	52	x	0.0	64	8%	-2.0%	1.7%[50 µM]	i	0.5	6%	-5%
- O=C(Nc1ccc(N2CCOCC2)c(S(=O)(=O)Nc2ccc(Cl)cc2)c1)c1ccc(=O)[nH]n1
→ i	36	x	-0.2	77	x	x	-0.4%[50 µM]	i	0.4	4%	x
- COc1cccc(CNC2CCCc3ccccc32)c1OC (centres undefined)
→ i	54	1	-1.1	37	3%	0.0%	0.5%	i	0.3	18%	-2%
- CC(=O)Nc1ccc(S(=O)(=O)N(Cc2ccccc2)C(C)C)cc1
→ i	41	1	1.2	73	3%	7.1%	-0.3%	i	1.4	15%	-5%
- COC(=O)CSc1nnc(-c2ccccn2)n1N
→ i	25	x	6.9	41	12%	x	0.9%	i	0.2	9%	-5%
- Cc1ccccc1CCN1CCCC(CN(C)CC(C)(C)C)C1 (centres undefined)
→ i	40	x	0.0	68	5%	-0.9%	2.0%	i	0.3	15%	1%
- Cn1c(=O)c2c(ncn2CC(=O)N2CCc3ccccc3C2)n(C)c1=O
→ i	47	1.1	-1.2	44	3%	0.1%	1.5%	i	1.3	13%	-1%
- O=C1C=C(c2ccccc2)C[C@@H](c2ccc3c(c2)OCO3)C1
→ i	38	x	1.7	48	x	0.8%	-0.2%	i	1.4	5%	x
- COC(=O)c1ccc(NC(=S)NC2CCCCC2)cc1
→ i	13	1.1	-0.3	62	6%	2.8%	8.9%	x	x	4%	10%
- COc1cc2c(cc1OC)C(c1ccccc1OC(C)C)CC(=O)N2 (centres undefined)
→ i	54	x	1.3	60	10%	1.6%	1.3%	i	0.8	12%	-3%
- CCN(CC)S(=O)(=O)c1ccc(C)c(NC(=O)CSc2nnnn2C)c1
→ i	36	x	-1.6	60	x	x	0.7%[50 µM]	i	0.9	2%	x
- Cn1c(Nc2ccc(Cl)cc2)cc(=O)n(C)c1=O
→ i	22	x	-0.7	49	7%	-0.1%	0.2%	i	0.7	10%	2%
- COc1cc(S(=O)(=O)N2CCOCC2)ccc1NC(=O)CN1c2cccc3cccc(c23)S1(=O)=O
→ i	41	1	0.7	44	8%	7.7%	1.1%[50 µM]	i	0.9	5%	2%
- OCCC1CN(Cc2ccc3ncccc3c2)CCN1Cc1ccccc1 (centres undefined)
→ i	67	1.1	-0.5	40	7%	-1.5%	1.1%	i	0.4	10%	-4%
- Cc1nc2ccccc2c2oc(C(=O)N3CCC(N4CCCCC4)CC3)cc12
→ i	32	1	1.9	51	7%	4.7%	3.9%	i	4.7	7%	17%
- CC(C)N1CCN(Cc2cnc(-c3ccccc3)s2)CC1CCO (centres undefined)
→ i	26	x	1.2	45	10%	-1.6%	0.1%	i	0.5	-4%	0%
- CCN(CC)c1ccc(NC(=O)Cn2c(C(C)NC(=O)c3ccc(C)cc3)nc3ccccc32)cc1 (centres undefined)
→ x	x	x	x	x	16%	x	0.2%	i	0.1	9%	-12%
- COc1ccc(C2/C=C\CN(C(=O)c3ccccc3)CC(=O)N2Cc2ccc(F)cc2)cc1 (centres undefined)
→ i	10	x	-2.4	57	x	x	-0.5%	i	1.7	-1%	3%
- C#CCNC(=O)C1=C[C@@H](c2ccc(C#C)cc2)C[C@@H](OCCCCO)O1
→ i	31	x	7.3	67	14%	3.0%	1.0%	i	1.7	8%	1%
- CCOC(=O)Cn1nc(-c2ccccc2)c2cnc3ccc(CC)cc3c21
→ i	19	1.1	2.1	53	4%	0.6%	1.7%	i	4.3	7%	1%
- CCOC(=O)C1CCN(C(=O)/C=C/c2ccc(S(=O)(=O)N3CCOCC3)cc2)CC1
→ i	56	x	7.3	60	x	x	1.9%	i	1.1	1%	x
- CCCN1CNc2c(c(=O)[nH]c(=S)n2CCc2ccccc2)C1
→ i	45	1.1	0.8	61	6%	u	0.4%	i	0.4	7%	-2%
- CCCNS(=O)(=O)c1cc(Br)cc2c1N(C(=O)CC)CC2
→ i	13	1.1	0.9	75	2%	1.3%	0.5%	i	1.0	6%	-5%
- O=S(=O)(c1cccc(-c2nnco2)c1)N1CCCC1
→ i	36	1.1	1.0	58	-4%	-0.7%	0.0%	i	0.6	4%	-10%
- Cc1[nH]c2ccccc2c1/C=C/c1cc[n+](C)cc1
→ x	x	0.7	x	x	4%	x	-0.2%	+	10*	26%	-180%
- O=C(NCCCn1ccnc1)c1nc(Cn2cc(Br)cn2)no1
→ i	9	x	-0.1	57	8%	-0.1%	0.1%	u	x	2%	-9%
- Cc1cccc(CSc2nc3c(c(=O)[nH]2)CCC3)c1
→ i	54	1.1	1.3	87	2%	1.9%	0.1%	i	0.8	10%	6%
- Cc1ccc(S(=O)(=O)NC2c3cccc4cccc(c34)C2Sc2nncn2C)cc1 (centres undefined)
→ i	42	1.1	3.0	75	3%	0.7%	-0.1%[50 µM]	i	0.4	8%	13%
- CCCn1nc2cc(C(=O)NCCc3cccs3)ccc2c1OCC
→ i	32	1	-2.3	89	13%	4.6%	0.1%	i	0.8	3%	-1%
- c1ccc(CSc2cc3ccccc3[nH]2)cc1
→ i	14	x	2.7	52	12%	1.5%	0.3%	i	0.5	6%	x
- O=C(CCN1C(=O)C2CCCCC2C1=O)Nc1nc2c(F)cc(F)cc2s1 (centres undefined)
→ i	35	x	6.3	61	x	0.8%	0.5%[50 µM]	i	0.8	4%	x
- O=C1CCCc2sc3c(c2N1)CCCCC3
→ i	19	1.1	2.1	78	9%	0.1%	0.0%	i	0.9	9%	-12%
- Cc1cc(S(=O)(=O)N2CCCCCC2)c(Cl)cc1Cl
→ i	60	1	3.2	92	10%	20%	0.5%	i	4.4	7%	10%
- CN1CCN(S(=O)(=O)c2ccc(NC(=O)c3cccc(S(=O)(=O)N4CCCC4)c3)cc2)CC1
→ i	24	1.1	-0.9	36	23%	0.6%	0.8%	i	0.7	9%	-6%
- CCC(C)NCCOc1ccc(C)cc1[N+](=O)[O-] (centres undefined)
→ x	x	1	x	x	0%	x	1.1%	i	0.4	22%	10%
- COC(CNC(=O)c1cccc2c1C(=O)N(Cc1cccnc1)C2)OC
→ i	28	1.1	-0.1	73	-4%	1.8%	1.0%	i	0.6	8%	1%
- COc1ccc(N(CC(=O)N2CCCCCC2)S(=O)(=O)c2c(C)[nH]c(=O)[nH]c2=O)cc1
→ i	38	1	2.7	42	-3%	1.6%	-1.4%	i	2.5	12%	7%
- O=C(O)c1cc(-c2cccnc2)nc2ccccc12
→ i	28	x	0.4	53	11%	x	1.2%	i	0.3	2%	-11%
- O=C(COc1ccccc1Cl)NCc1nc(-c2ccccc2)no1
→ i	24	x	3.4	67	10%	1.8%	1.0%[50 µM]	i	1.3	5%	4%
- Cc1ccccc1NC(=O)CCCNC(=O)c1ccc(Cl)cc1
→ i	39	x	-1.3	44	-12%	-0.2%	0.3%	i	0.2	0%	-1%
- CS(=O)(=O)N1CCN(c2cccc(Cl)n2)CC1
→ i	26	1.1	-0.8	80	-6%	3.6%	-1.5%	i	0.5	3%	14%
- CCOc1ccc(CCNC(=O)COn2nnc3ccc(S(=O)(=O)N4CCOCC4)cc32)cc1OCC
→ i	38	x	2.8	45	13%	-0.3%	1.6%[50 µM]	i	1.1	-1%	-7%
- Cc1ccc2[nH]c3nc(NN)nnc3c2c1
→ i	55	x	2.8	55	15%	19%	2.3%	i	0.3	-4%	1%
- O=C(COC(=O)c1ccc(O)cc1)Nc1ccccc1
→ i	17	x	-1.4	102	4%	2.7%	0.5%	i	0.7	10%	-4%
- CN1CCCCCC1=Nc1ccc([N+](=O)[O-])cc1
→ i	49	x	-0.3	57	16%	-0.1%	0.3%	i	0.6	0%	x
- CC(Sc1nnc(-c2cccnc2)n1N)C(=O)N1CCOCC1 (centres undefined)
→ i	33	x	0.3	67	10%	-2.0%	1.4%[50 µM]	i	0.6	7%	-1%
- CC(=O)Nc1ccc2c(c1)CCC2=O
→ i	4	1.1	1.0	49	4%	-0.8%	0.0%	i	1.3	18%	-5%
- CCN(CC)C(=O)CSc1nnc(CCCCCNC(=O)OC(C)(C)C)o1
→ i	38	1	-1.4	104	2%	0.1%	0.2%	i	1.4	2%	-6%
- O=S1(=O)CCC(NC(=S)SCc2ccccc2Br)C1 (centres undefined)
→ x	x	0.7	0.8	105	3%	x	-1.1%	i	0.3	5%	3%
- Cc1cc(Cl)ccc1NC(=S)NCCc1ccc(Cl)cc1
→ i	47	x	2.7	49	8%	4.2%	1.1%	i	0.3	-1%	11%
